dFosB activator: activators of delta FosB homodimer, primary screen, biochemical, fluorescence polarization, TAMRA-CDK5 oligo, single point | purified delta FosB; percent of positive-control signal above neutral wells | activation, % at 25 µM | 340,000 tested, 0.99% active;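 active = mean activation above about 17%, with every replicate also reaching it, limit read from the data, passing the limit was not always enough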;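 note: fluorescence polarization rise as delta FosB binds a TAMRA Cdk5 AP-1 oligo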
Wnt act: Wnt/beta-catenin pathway activators, primary screen, cell-based, plate reader, single point | Wnt/beta-catenin reporter cell assay, activator | 300,000 tested, 1.2% active | activation, % at 9.35 µM; in the data active = activation above about 30%, passing the limit was not always enough;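 note: 0% = neutral control wells and 100% = positive control wells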
CAL PDZ FP-1: untagged CAL PDZ binding inhibitors, primary screen, biochemical, fluorescence polarization, HTS | 300,000 tested, 0.92% active | purified CAL PDZ, TMR-peptide fluorescence polarization, 1 h | AID 602252, 2012 | Golgi-associated PDZ and coiled-coil motif-containing protein (Homo sapiens), Q9HD26 | inhibition, % at 24.9 µM;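 active = mean inhibition of at least 30% with at least half of replicates also reaching 30%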;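 note: 0% = DMSO neutral control and 100% = excess unlabeled competitor peptide PRC23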
CAL PDZ FP-2: CAL PDZ peptide-binding inhibitors, primary screen, biochemical, fluorescence polarization, Cer-tagged CAL PDZ, HTS. Golgi-associated PDZ and coiled-coil motif-containing protein (Homo sapiens), Q9HD26. purified CAL PDZ, TMR-peptide fluorescence polarization, 1 h. inhibition, % at 20 µM. 330,000 tested, 0.02% active. AID 504414, 2011;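 active = highest replicate inhibition of at least 40%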;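 note: plate controls were DMSO neutral control wells for no effect and unlabeled competitor peptide control wells for full effect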
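Read-out basis: mP drop reported as inhibition | Assay system: Tagged CAL PDZ protein CerCALP, purified | Benchmarks: Unlabelled peptide for full inhibition, DMSO wells as neutral | Schedule: 1 h incubation at room temperature before polarization reading | Buffer or medium: Sodium phosphate/NaCl buffer pH 7.4 with TCEP, IgG, Thesit | Doses: Single point, 20 µM | Measured by: Fluorescence polarization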
Rtt109 Vps75: inhibitors of C. albicans Rtt109/Vps75 HAT, primary screen, biochemical, ThioGlo CoA-SH fluorescence, plate reader; Histone acetyltransferase RTT109 (Candida albicans (strain SC5314 / ATCC MYA-2876)), …; purified Rtt109/Vps75, 4 h; inhibition, % at 34.9 µM; 330,000 tested, 0.16% active;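 active = inhibition of at least 50% in every replicate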
Target sequence (Q5AAJ8 whole entry, looked up): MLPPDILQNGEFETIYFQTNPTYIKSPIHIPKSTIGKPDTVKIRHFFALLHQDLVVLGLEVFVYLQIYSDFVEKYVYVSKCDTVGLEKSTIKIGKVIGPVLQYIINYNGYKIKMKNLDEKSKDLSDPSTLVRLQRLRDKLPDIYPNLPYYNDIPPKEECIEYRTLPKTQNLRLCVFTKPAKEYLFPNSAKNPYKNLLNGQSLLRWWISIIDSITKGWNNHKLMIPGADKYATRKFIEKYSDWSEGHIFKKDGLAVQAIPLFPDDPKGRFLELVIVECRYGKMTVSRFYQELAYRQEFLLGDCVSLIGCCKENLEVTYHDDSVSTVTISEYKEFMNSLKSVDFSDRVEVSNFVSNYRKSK
RTF Ca sens act: cardiac RTF calcium sensitivity activators, primary screen, biochemical, IANBD-TnC fluorescence, EC20 calcium. activation, % at 7.2 µM. AID 493008, 2010. Troponin I, cardiac muscle (Homo sapiens) + Troponin T, cardiac muscle (Homo sapiens) + …. 340,000 tested, 0.24% active. IANBD-labeled TnC RTF fluorescence at EC20 calcium; 0% EC20 calcium, 100% full calcium;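 active = activation above the mean over all tested compounds plus 3 SD, cut at about 30% in these data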;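 note: rise in fluorescence read as greater calcium sensitivity of cardiac thin filaments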
V-ATPase pH: regulators of yeast V-ATPase proton pumping, primary screen, pHLuorin cytosolic pH fluorescence; S. cerevisiae; response, % at 10 µM; 350,000 tested, 0.37% active; in the data active = response mostly above about 7.3%, no sharp cut-off; inactive = mostly below about 5.4%; note: actives read high; inactives centre near 0; some compounds called inactive have numbers as strong as hits
CDK5 inh: inhibitors of human CDK5/p35 kinase, primary screen, biochemical, single concentration | Cyclin-dependent kinase 5 (Homo sapiens) + Cyclin-dependent kinase 5 activator 1 (Homo … | Recombinant CDK5/p35, ADP-Glo luminescence, 60 min | inhibition, % at 10 µM | 330,000 tested, 0.01% active;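 active = highest replicate inhibition of at least 50% and at least 75% of replicates reaching 50%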;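 note: plate controls were DMSO neutral control for no effect and GW8510 at 10 µM for full effect; many of its hits are not listed in these tables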
Target sequence (Q00535 whole entry, looked up): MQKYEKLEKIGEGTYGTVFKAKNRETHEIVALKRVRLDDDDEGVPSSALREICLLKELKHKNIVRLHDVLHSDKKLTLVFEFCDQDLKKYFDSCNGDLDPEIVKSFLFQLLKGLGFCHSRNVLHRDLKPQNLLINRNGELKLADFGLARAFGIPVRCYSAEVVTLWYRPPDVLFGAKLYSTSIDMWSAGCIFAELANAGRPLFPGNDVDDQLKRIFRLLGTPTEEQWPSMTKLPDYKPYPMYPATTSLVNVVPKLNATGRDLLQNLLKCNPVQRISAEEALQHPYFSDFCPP
Target sequence (Q15078 whole entry, looked up): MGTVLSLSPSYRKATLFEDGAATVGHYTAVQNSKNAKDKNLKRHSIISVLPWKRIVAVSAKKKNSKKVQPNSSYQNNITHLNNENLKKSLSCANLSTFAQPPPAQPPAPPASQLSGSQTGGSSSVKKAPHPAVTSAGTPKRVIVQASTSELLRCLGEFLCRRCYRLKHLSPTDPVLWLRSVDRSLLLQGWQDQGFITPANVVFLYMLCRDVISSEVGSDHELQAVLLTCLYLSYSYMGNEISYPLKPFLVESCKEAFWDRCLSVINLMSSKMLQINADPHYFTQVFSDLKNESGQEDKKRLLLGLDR
MITF TRPM1 HTS: activators of MITF-driven TRPM1 promoter reporter, primary screen, cell-based, SK-MEL-5, luciferase, single point | SK-MEL-5 TRPM1-promoter luciferase, 24 h; % of positive control, neutral wells = 0 | 300,000 tested, 0.75% active | activation, % at 12.5 µM;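 active = mean activation of at least 80% with every replicate also reaching 80%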;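 note: 0% = neutral control wells and 100% = parthenolide positive control wells; values of inactives mirror those of a sister screen read the other way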
Tat export inh: E. coli Tat export inhibitors, primary screen, MC4100, TorA-mCherry reporter, fluorescence, single point; AID 488895, 2010; 340,000 tested, 0.036% active; inhibition, % at 10 µM;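 active = mean replicate inhibition at least 50% and at least half of replicates individually reaching 50%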;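 note: exported cargo escapes ClpAP degradation while cytoplasmic cargo is degraded and loses fluorescence; 0% = median of neutral control wells and 100% = median of NaSCN control wells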
An asterisk follows results filed as active; / = not tested or not shown.

SMILES	dFosB activator	Wnt act	CAL PDZ FP-1	CAL PDZ FP-2	Rtt109 Vps75	RTF Ca sens act	V-ATPase pH	CDK5 inh	MITF TRPM1 HTS	Tat export inh
O=C(Nc1nccs1)C1CC=CCC1C(=O)OCC(F)(F)C(F)F (stereo unspecified)	7	-2	-4	1.4	-13	5	-2	0.2	-8	5
O=C(COC(=O)CCC(=O)c1ccc(Cl)cc1)NCc1ccc(F)cc1	0	-3	/	0.1	-1	-4	-3	-1.0	6	-4
N#Cc1c(NC(=O)CCC(=O)O)sc2c1CCCCC2	-7	0	26	0.4	-3	13	3	0.2	-14	-8
COc1ccc(CN(C)CC2CCCN(CCc3ccc(Cl)cc3)C2)cc1OC (stereo unspecified)	-4	-4	-4	/	3	-6	3	-0.5	24	0
CC(=O)OCC(=O)[C@@]1(O)CC[C@H]2[C@@H]3C[C@H](C)C4=CC(=O)C=C[C@]4(C)[C@H]3[C@@H](O)C[C@@]21C	-7	0	16	0.5	-6	3	5	-1.5	14	-9
Cc1ccc(C23CC4CC(CC(C(=O)NC(C(=O)O)C(C)C)(C4)C2)C3)cc1 (stereo unspecified)	4	-1	-9	-0.7	1	-3	0	0.2	/	-11
Cc1cc(C(=O)CSc2nc(N)cc(=O)[nH]2)c(C)n1-c1cccc(F)c1	-3	-1	0	-0.3	11	-4	3	-0.1	8	7
COc1cc(/C=C/C(=O)OCC(=O)N2c3ccccc3NC(=O)C2(C)C)cc(OC)c1OC	-14	9	0	-1.5	12	1	-2	0.0	7	2
Cc1ccc(-n2ncc3c(=O)n(CC(=O)NCc4ccco4)cnc32)cc1C	3	-1	/	-0.4	-5	2	1	-0.5	10	-5
O=C(NCCC1=CCCCC1)C(=O)NCC1OCCCN1S(=O)(=O)c1ccc(F)cc1 (stereo unspecified)	2	-6	-2	-2.2	/	-5	0	0.0	-1	-7
Cc1cc(C)cc(NC(=O)CN2C(=O)NC(C)(c3ccccc3)C2=O)c1 (stereo unspecified)	1	0	-1	-0.2	13	2	0	-1.4	-3	1
Cc1ccc(S(=O)(=O)NNC(=O)C2Cc3c(ccc4ccccc34)O2)cc1 (stereo unspecified)	-4	-4	-2	-3.1	/	3	2	1.7	/	3
Cc1cc(NC(=O)CSc2nnnn2-c2ccc(C)c(Cl)c2)no1	8	-5	2	-1.2	-8	1	2	0.0	-4	3
O=C(NCCO)c1scc2c1OCCO2	-3	/	2	0.2	-15	2	0	2.1	-8	-1
O=C(Nc1ccccc1Cl)C1CCCN1C(=O)OCc1ccccc1 (stereo unspecified)	-11	-1	0	-4.1	2	10	-4	1.4	5	5
Cc1nnc(NC(=O)C(c2ccccc2)c2ccccc2)s1	0	-3	-3	-2.7	-6	-3	5	0.5	-5	-8
Cc1onc(-c2ccccc2Cl)c1C(=O)Nc1ccc(S(=O)(=O)N2CCCC2)cc1	-6	3	/	-0.2	4	9	3	1.5	-1	4
CCCn1c(SCC(=O)NC2CCCC2)nnc1-c1ccccn1	-15	-3	-1	-3.4	-5	1	0	0.3	0	-3
Cc1cccc(C(=O)Nc2ccccc2C(=O)NCc2cccnc2)c1	-16	1	-1	-3.2	-9	-3	-1	-0.5	6	3
CC(OC(=O)[C@H](C)NC(=O)c1ccccc1Cl)C(=O)NCc1ccc2c(c1)OCO2 (stereo partly specified)	-6	3	-1	-2.3	-21	3	-2	-11	7	6
CCN(CC(=O)NCc1cccs1)C(=O)c1ccc(OC)c(S(=O)(=O)N2CCOCC2)c1	0	0	-2	-1.8	-2	1	5	-4.5	-1	4
Cc1ccccc1N1C(=O)c2cccc([N+](=O)[O-])c2C1=O	4	0	-4	0.4	0	6	1	-0.8	14	-6
CCOC(=O)c1cnc2ncnn2c1N	2	1	52*	0.5	/	-3	3	-0.7	0	-11
O=c1cc(-c2cccc(F)c2)[nH]c2ccccc12	-1	-14	-2	-0.4	-1	5	-10	-0.9	-34	5
CC(=O)Nc1ccc(S(=O)(=O)N2CCC(C(=O)NC3CC3)CC2)cc1	2	0	/	-0.3	-7	6	-1	1.9	8	3
Oc1ccc(Br)cc1-c1cc(-c2ccccc2F)[nH]n1	15	15	-21	-1.3	2	-1	-3	-0.9	16	-2
COc1ccc(CCNC(=O)Cn2cnc3c(cnn3C(C)(C)C)c2=O)cc1OC	1	/	-5	0.4	-2	1	1	-0.3	6	0
O=C1CCC(=O)N1c1nc2nc(-c3ccccc3)cc(-c3ccccc3)n2n1	-32	2	2	-3.0	4	-7	1	0.1	-4	3
c1ccc2oc(Cc3ccc(Cc4nc5ccccc5o4)cc3)nc2c1	-7	/	1	-1.7	-11	1	3	0.0	-10	2
COc1ccc2c(c1)c(C(C)=O)c(C)n2CCc1ccc(OC)c(OC)c1	-16	0	-4	-2.9	1	5	9	1.2	-2	0

Rewritten in CSV form: part of the list above.
SMILES,dFosB activator,Wnt act,CAL PDZ FP-1,CAL PDZ FP-2,Rtt109 Vps75,RTF Ca sens act,V-ATPase pH,CDK5 inh,MITF TRPM1 HTS,Tat export inh
COc1cc(/C=C/C(=O)OCC(=O)N2c3ccccc3NC(=O)C2(C)C)cc(OC)c1OC,-14,9,0,-1.5,12,1,-2,0.0,7,2
Cc1ccc(-n2ncc3c(=O)n(CC(=O)NCc4ccco4)cnc32)cc1C,3,-1,/,-0.4,-5,2,1,-0.5,10,-5

Later entries
SMILES	dFosB activator	Wnt act	CAL PDZ FP-1	CAL PDZ FP-2	Rtt109 Vps75	RTF Ca sens act	V-ATPase pH	CDK5 inh	MITF TRPM1 HTS	Tat export inh
COc1ccc2nc(C)cc(N3CCN(S(=O)(=O)c4ccccc4F)CC3)c2c1	-1	5	0	-0.1	14	-4	-3	0.1	14	-4
Cc1nnc(NC(=O)c2cc(S(=O)(=O)N3CCCCC3)ccc2Cl)s1	1	-1	0	-0.3	2	-6	-4	-1.4	2	1
CC(CCc1ccccc1)NC(=O)COC(=O)c1cc(NS(=O)(=O)c2ccc(Cl)c([N+](=O)[O-])c2)ccc1O (stereo unspecified)	-17	0	1	-0.8	11	-2	-2	-1.2	-5	7
Cc1ccc(S(=O)(=O)N2CCC(NC(=O)c3cccc(F)c3)CC2)cc1	-12	-2	7	-0.9	8	6	-6	0.8	-11	-6
Clc1ccc(OCc2noc(-c3ccsc3)n2)c(Cl)c1	1	65*	5	-0.2	1	-1	1	2.3	/	6
CCN(CC(=O)Nc1ccc(NC(C)=O)cc1)C(=O)c1c(-c2c(F)cccc2Cl)noc1C	-18	-3	0	-2.5	-2	5	-1	1.0	-9	-8
COCCN(C(=O)c1ccc(-c2ccc(Cl)cc2)o1)c1c(N)n(CC(C)C)c(=O)[nH]c1=O	-5	3	-6	-1.5	6	1	-3	1.4	10	-8
CCC(=O)Nc1nnc(-c2ccc(OC)cc2)o1	-6	2	/	0.1	-1	-2	0	1.0	8	7
CC(=O)c1ccc(N(C(=O)Cn2nnc(-c3ccccc3)n2)C(C(=O)NC2CCCCC2)c2ccccn2)cc1 (stereo unspecified)	-1	-1	0	-0.3	-7	4	1	-1.6	-3	-5
Cc1ccc(S(=O)(=O)N2CCCOC2CNC(=O)C(=O)NC2CCCCC2)cc1 (stereo unspecified)	0	-6	-1	-1.1	-1	1	5	-0.8	-8	4
Cc1ccc(C(=O)NCCc2ccc(S(N)(=O)=O)cc2)cc1[N+](=O)[O-]	-6	-3	-1	-4.1	-9	2	3	0.9	2	9
CCc1ccc(N2CC(C(=O)Nc3ccc(S(=O)(=O)N4CCOCC4)cc3)CC2=O)cc1 (stereo unspecified)	-5	-4	-3	-2.1	17	-15	6	0.6	-3	7
CC(C)(C)NC(=O)NC(=O)CSc1n[nH]c(-c2ccccc2Br)n1	1	0	-2	-3.5	0	-3	4	0.0	14	2
COc1ccc(NC(=O)CN2CCc3ccccc3C2)cc1	-7	-1	1	-1.6	-4	7	-3	-1.1	4	6
O=S(=O)(c1ccc2ccccc2c1)N1CCN(CCO)CC1	-2	0	3	0.0	15	-5	0	-0.8	-3	-6
O=C(Nc1nc(-c2cc(Cl)sc2Cl)cs1)c1ccc(Br)s1	-6	6	-2	-1.3	-16	-3	-6	2.3	3	-15
CC(C)N(C(=O)CSc1nnc(-c2ccc3c(c2)OCO3)n1C)C(C)C	1	-1	-2	-1.5	-4	1	-2	-0.2	17	-4
COCCCNC(=O)c1ccc(C(=O)NCCCOC)cc1	-3	/	/	-1.1	1	1	1	-1.5	-4	-6
Cc1ccc(NC(=O)Cn2nnc(C(=O)Nc3ccc(C)c(C)c3)c2N)cc1	120*	/	-2	-3.8	7	1	5	-0.2	/	-29
O=C(Nc1nnc(C2CC2)s1)c1cccnc1Oc1ccc(Cl)cc1	-15	-5	0	-0.9	-7	1	-2	-0.7	-7	6
OCCCCNCc1ccc(OCc2ccc(Cl)cc2Cl)cc1	-5	/	0	-3.7	13	1	0	0.7	6	-6
O=C(Nc1sc2c(c1C(=O)O)CCCC2)c1ccc(F)cc1	-1	10	-3	0.7	7	-8	-4	0.0	/	-2
COCCn1c(SCC(=O)N2CCCCCC2)nc2c(c1=O)SCC2	-14	0	2	-2.8	4	-1	-4	0.4	1	-5
O=C(O)CSc1nnc(NC(=O)c2ccc3c(c2)OCO3)s1	2	-3	1	-0.3	0	3	0	-0.3	-17	-7
Cn1c(=O)c2[nH]c(NN=Cc3ccc(F)cc3)nc2n(C)c1=O	7	-1	9	0.0	4	-9	-3	1.6	12	2
O=c1c(C(c2ccc(F)cc2)c2c(O)nc3n(c2=O)CCS3)c(O)nc2n1CCS2	-8	1	17	-0.1	3	4	0	0.8	/	-4
COC(=O)c1ccc(Oc2cc(C)nc(SC)n2)cc1	-6	/	0	-3.6	20	5	-1	-0.6	/	-6
CC(C)NC(=O)CSc1nc(N)c(NC(=O)c2ccco2)c(=O)[nH]1	-1	-4	-3	-2.8	-6	3	1	1.6	-1	-9
O=C(COc1ccc2c3c(c(=O)oc2c1)CCC3)N1CCN(c2ccccc2)CC1	-4	0	-3	-2.0	2	-6	2	-1.9	-8	-4
N#Cc1ccsc1NC(=O)CN1CCN(c2ccc(O)cc2)CC1	-7	/	-2	-0.9	0	4	0	-1.6	-4	3
Cc1ccc(C(=O)CCC(=O)NC2CCCC(C)C2C)cc1 (stereo unspecified)	-7	0	90*	-1.6	-8	-4	2	-2.3	2	-6
CN1CC(=O)N(CCOc2ccccc2)C1=O	-2	-3	-2	-0.9	-2	-2	2	1.4	-2	-3
CCCCOc1ccc(C(=O)NCC(=O)N2CC(C)OC(C)C2)cc1 (stereo unspecified)	-3	-2	-4	1.2	2	-1	3	1.4	-13	5

Assay outcomes deposited in PubChem by several laboratories.
